Screening results deposited in PubChem BioAssay by several laboratories.
ssDAF-12 act – activates DAF-12 receptor from parasite S. stercoralis; HEK293 ssDAF-12/GRIP1 lit1-tk-luc reporter, luminescence; % of 3 µM dafachronic acid response; activation, % at 6.8 µM; 370,000 compounds, 1% hits;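 active = activation above the mean over all tested compounds plus 3 SD, cut at about 0.9% in these data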;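 also: 0% = DMSO-only wells and 100% = 3 µM delta7-dafachronic acid wells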
SMARCA2 act – activators of SMARCA2 function. MG213 cells, MMTV-luciferase reporter, dexamethasone, overnight. activation, % at 9.1 µM. 370,000 compounds, 1% hits; in the data active = activation above about 7.8%;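 also: 0% = vehicle wells and 100% = reference activator wells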
FXN GAA850 act – increases GAA850 frataxin promoter reporter activity; 360,000 compounds, 0.56% hits; activation, % at 6 µM; HEK293 lucGAA850 FXN promoter luciferase reporter, 24 h; percent of 10 µM SAHA response;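 active = activation above the average of all compounds screened plus 3 SD, cutoff fixed separately per campaign, cut at about 7.5% in these data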;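 also: 0% = DMSO wells and 100% = 10 µM SAHA wells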
DAX1 inh-1 – inhibitors of DAX1 repression of SF-1 activated StAR promoter; HEK293T StAR-luciferase reporter, SF-1/DAX-1 repression relief; 370,000 compounds, 1.1% hits; inhibition, % at 6.8 µM; AID 652010;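 active = inhibition above the mean over all tested compounds plus 3 SD, cut at about 3.6% in these data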;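 also: 0% = DAX-1 cells with DMSO and 100% = cells lacking DAX-1 with DMSO; higher inhibition means more luminescence from relief of DAX-1 repression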
DAX1 inh-2 – inhibits human nuclear receptor DAX1. P51843. HEK293 Gal4-DAX1 luciferase reporter, luminescence. inhibition, % at 6.75 µM. 340,000 compounds, 0.99% hits. AID 504766;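 active = inhibition above the mean over all tested compounds plus 3 SD, cut at about 4.2% in these data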;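 also: 0% = DAX1-transfected cells with DMSO and 100% = empty-vector control cells with DMSO; inhibition shows as a rise in luminescence from relieved DAX1 repression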
Target sequence (P51843 207-470 limits assumed): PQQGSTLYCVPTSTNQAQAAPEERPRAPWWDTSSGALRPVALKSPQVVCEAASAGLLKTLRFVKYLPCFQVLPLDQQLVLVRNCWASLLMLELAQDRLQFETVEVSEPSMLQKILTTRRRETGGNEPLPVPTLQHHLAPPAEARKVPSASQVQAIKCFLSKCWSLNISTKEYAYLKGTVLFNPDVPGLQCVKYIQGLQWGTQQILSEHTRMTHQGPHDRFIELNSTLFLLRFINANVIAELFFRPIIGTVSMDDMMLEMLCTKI
Rev-erbA mod – Rev-erb alpha (human) modulation; P20393; Rev-erbα–FITC-DNA binding, fluorescence polarization, 90 min; activity, % at 10 µM; 370,000 compounds, 0.79% hits; AID 1259318;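 active = activity above about 14%, limit read from the data; passing the limit was not always enough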;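 also: 0% = DMSO wells with 35 nM protein and 100% = DMSO wells with 750 nM protein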
Target sequence (P20393 whole entry, looked up): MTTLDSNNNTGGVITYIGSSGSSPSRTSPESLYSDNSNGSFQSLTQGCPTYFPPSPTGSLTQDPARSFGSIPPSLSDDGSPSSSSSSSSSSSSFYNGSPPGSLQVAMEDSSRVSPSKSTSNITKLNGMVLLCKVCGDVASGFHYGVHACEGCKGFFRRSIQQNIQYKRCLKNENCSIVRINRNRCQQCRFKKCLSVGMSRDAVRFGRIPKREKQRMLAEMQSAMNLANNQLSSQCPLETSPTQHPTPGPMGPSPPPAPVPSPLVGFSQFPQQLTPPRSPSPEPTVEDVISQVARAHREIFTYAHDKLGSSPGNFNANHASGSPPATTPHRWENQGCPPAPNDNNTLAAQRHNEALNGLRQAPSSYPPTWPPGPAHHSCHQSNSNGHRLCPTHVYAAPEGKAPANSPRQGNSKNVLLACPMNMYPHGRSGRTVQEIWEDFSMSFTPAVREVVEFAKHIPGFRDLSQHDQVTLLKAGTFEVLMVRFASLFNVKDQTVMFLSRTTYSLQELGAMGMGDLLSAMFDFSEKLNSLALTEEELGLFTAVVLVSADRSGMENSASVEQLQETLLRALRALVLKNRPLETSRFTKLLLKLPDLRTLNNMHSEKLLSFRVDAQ
PG9 Ab binder – small molecules binding HIV-1 gp120 antibody PG9; TR-FRET gp120-PG9 antibody binding; inhibition, % at 6.7 µM; 360,000 compounds, 0.43% hits; in the data active = inhibition above about 8.5%
hcDAF12 agonist – activates DAF-12 receptor from parasite H. contortus; HEK293 hcDAF-12 lit1-tk-luc reporter, luminescence; 0% DMSO, 100% Δ7-dafachronic acid; activation, % at 6.8 µM; 370,000 compounds, 1.4% hits;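 active = activation above the mean of all tested compounds plus 3 SD, cut at about 5.5% in these data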;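 also: 100% = response to 3 µM Δ7-dafachronic acid high control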
hgDAF12 agonist – hgDAF-12 agonism, primary luciferase screen; HEK293 GAL4-hgDAF12 UAS-luciferase reporter, agonist luminescence; normalized to butyrate control; activation, % at 6.8 µM; 370,000 compounds, 1.8% hits;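 active = activation above a cutoff set at the mean of all screened compounds plus 3 SD, cut at about 10% in these data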;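 also: 0% = DMSO wells and 100% = sodium butyrate wells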
sPLA2-III inh – Inhibits HGIII-sPLA2 liposome hydrolysis, primary screen; 370,000 compounds, 0.56% hits; inhibition, % at 12.2 µM; QFRET BODIPY PC-A2 liposome hydrolysis, fluorescence;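 active = inhibition above mean plus 3 SD of compounds lying within the high and low control bounds, cut at about 19% in these data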;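 also: 0% = median of test compound wells and 100% = no enzyme DMSO wells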
PLCb3 inh – inhibitors of human phospholipase C beta3 | 370,000 compounds, 0.18% hits | inhibition, % at 12.2 µM | Purified PLC-beta3, fluorogenic substrate, fluorescence | Q01970 | AID 720704; in the data active = inhibition above about 11%;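 also: 0% = median of compound wells on plate and 100% = full blocker control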
Active calls of the source: *; · = not tested or not shown.

1) Cc1[nH]c2ccccc2c1SCC(=O)N1CCCc2ccccc21
2) CC1=C(C(=O)N(C)C)CC(CC(=O)NCc2cccs2)C(=O)N1CCC1=CCCCC1 (stereo not given)
3) CCC(=O)Nc1c(-c2ccc(OC)cc2)c(=O)c2ccccc2n1C
4) Cc1ccc(N(C(=O)CNC(=O)c2ccco2)C(C(=O)NC2CCCCC2)c2cccnc2)cc1F (stereo not given)
5) CCOC(=O)N1CCN(C(=O)C2CCCN(S(=O)(=O)c3cccnc3)C2)CC1 (stereo not given)
6) CCOC(=O)C1=C(C)Nc2nnnn2C1c1cccc(OC)c1OC (stereo not given)
7) Nc1ccc2oc(=O)c(-c3ccccc3)cc2c1
8) Cc1ccc(Cn2nc(C)c(NC(=O)c3nn(C)cc3Cl)c2C)cc1
Assay by compound | 1 | 2 | 3 | 4 | 5 | 6 | 7 | 8
ssDAF-12 act | -1.8 | -0.8 | -0.7 | -0.7 | -0.2 | -1.2 | -0.2 | -1.0
SMARCA2 act | 1 | 4 | -2 | -3 | -1 | -3 | 4 | -3
FXN GAA850 act | 20* | 1.4 | -1.7 | 2.8 | -0.2 | 1.0 | 1.5 | -0.3
DAX1 inh-1 | -1.1 | 1.0 | 0.2 | 0.7 | 0.4 | 0.3 | -0.3 | -1.5
DAX1 inh-2 | 0.3 | 0.1 | 0.2 | 0.3 | 3.9 | -0.3 | 1.3 | -0.4
Rev-erbA mod | -5 | -2 | 4 | 0 | -2 | 3 | 1 | -7
PG9 Ab binder | 0.1 | 1.6 | 0.8 | -1.9 | 0.2 | -1.6 | -1.8 | -1.3
hcDAF12 agonist | -2.4 | 0.8 | -2.2 | -0.2 | 0.6 | -1.1 | -2.5 | -0.3
hgDAF12 agonist | -4.5 | 3.3 | -0.4 | -0.1 | 3.0 | -1.2 | 1.7 | -0.8
sPLA2-III inh | -9 | 2 | 4 | -1 | 1 | -1 | 4 | 5
PLCb3 inh | -1 | 3 | -88 | -2 | 2 | -1 | -115 | 3

A different layout for five compounds above:
Order of values: ssDAF-12 act	SMARCA2 act	FXN GAA850 act	DAX1 inh-1	DAX1 inh-2	Rev-erbA mod	PG9 Ab binder	hcDAF12 agonist	hgDAF12 agonist	sPLA2-III inh	PLCb3 inh
3: CCC(=O)Nc1c(-c2ccc(OC)cc2)c(=O)c2ccccc2n1C
→ -0.7	-2	-1.7	0.2	0.2	4	0.8	-2.2	-0.4	4	-88
4: Cc1ccc(N(C(=O)CNC(=O)c2ccco2)C(C(=O)NC2CCCCC2)c2cccnc2)cc1F (stereo not given)
→ -0.7	-3	2.8	0.7	0.3	0	-1.9	-0.2	-0.1	-1	-2
5: CCOC(=O)N1CCN(C(=O)C2CCCN(S(=O)(=O)c3cccnc3)C2)CC1 (stereo not given)
→ -0.2	-1	-0.2	0.4	3.9	-2	0.2	0.6	3.0	1	2
6: CCOC(=O)C1=C(C)Nc2nnnn2C1c1cccc(OC)c1OC (stereo not given)
→ -1.2	-3	1.0	0.3	-0.3	3	-1.6	-1.1	-1.2	-1	-1
7: Nc1ccc2oc(=O)c(-c3ccccc3)cc2c1
→ -0.2	4	1.5	-0.3	1.3	1	-1.8	-2.5	1.7	4	-115

More records follow:
9) CC(C)(C)c1ccc(C(=O)NNC(=O)c2cccc(Br)c2)cc1
10) CCCC1(c2ccccc2)NC(=O)N(CC(=O)Nc2cc(OC)cc(OC)c2)C1=O (stereo not given)
11) O=C(NCCc1c[nH]c2ccccc12)C(=O)NCC1OCCCN1S(=O)(=O)c1ccccc1 (stereo not given)
12) Cc1ccccc1NC(=O)COC(=O)CC1CCCC1
13) COC(=O)C(C(=O)Nc1ncccn1)C1CCCCCC1 (stereo not given)
14) CCc1ccc(/C=N/N2CCN(c3ccccn3)CC2)cc1
15) COc1ccc(-c2n[nH]c(C)c2-c2cnn(-c3ccccc3)c2)c(O)c1C
16) CCCN1CCN(CCCNC(=O)c2ccc3c(c2)NC(=O)c2ccccc2S3)CC1
Assay by compound | 9 | 10 | 11 | 12 | 13 | 14 | 15 | 16
ssDAF-12 act | -1.4 | -1.1 | -1.5 | -1.0 | -0.9 | -0.5 | -1.7 | -0.6
SMARCA2 act | -1 | 1 | 1 | 0 | -1 | 2 | -3 | 0
FXN GAA850 act | -0.6 | 2.0 | -0.1 | 1.8 | 1.1 | 3.6 | 1.7 | 3.5
DAX1 inh-1 | -0.2 | -0.2 | -1.5 | 2.4 | 0.3 | 0.2 | -0.4 | 6.1*
DAX1 inh-2 | -0.5 | -1.2 | -1.5 | 1.3 | 0.4 | -0.5 | 1.6 | 1.0
Rev-erbA mod | 1 | -7 | 2 | -2 | 1 | 2 | 0 | -1
PG9 Ab binder | 4.0 | -1.9 | -1.4 | 1.3 | -1.0 | 0.5 | -1.7 | -2.7
hcDAF12 agonist | -1.5 | -0.6 | -3.8 | -0.4 | -1.2 | 0.4 | -1.4 | 1.1
hgDAF12 agonist | 1.6 | -2.6 | -2.2 | 1.4 | -0.3 | -1.7 | -0.5 | 2.0
sPLA2-III inh | -14 | -18 | -130 | 4 | 2 | -3 | -6 | -1
PLCb3 inh | 1 | -4 | 0 | -6 | 8 | -6 | 1 | -4

17) Cc1cc(C)n(CC(=O)NNC(=O)COc2ccc(F)cc2Br)n1
18) CC(=O)Nc1ccc(/C=C(\C#N)C(=O)NCc2ccccc2)cc1
19) COc1ccc(C(N)=O)c(OCC(=O)Nc2cc(C)on2)c1
20) CN(C)c1ncnc2c1ncn2[C@H]1CN(Cc2ccc(-c3ccccc3)cc2)C[C@@H](CO)O1
21) O=C(CN1CCN(S(=O)(=O)c2ccc3c(c2)OCCO3)CC1)Nc1ccccc1Br
22) COc1ccc(/C=N/NC(=O)c2cccc([N+](=O)[O-])c2)cc1OC(=O)c1ccccc1
23) CCOC(=O)Cc1nc2ccccc2n(CC#N)c1=O
24) O=C(NC1CCOc2ccccc21)C1CCCC1 (stereo not given)
Assay by compound | 17 | 18 | 19 | 20 | 21 | 22 | 23 | 24
ssDAF-12 act | -1.3 | -1.0 | -1.6 | -1.2 | -0.5 | -0.7 | -0.8 | 0.0
SMARCA2 act | 1 | -4 | -2 | 1 | -2 | -1 | 3 | -2
FXN GAA850 act | 1.2 | -0.5 | 0.4 | -0.6 | 0.1 | -1.2 | -0.3 | 1.2
DAX1 inh-1 | 2.5 | -0.4 | 0.1 | -0.1 | 2.9 | -0.9 | 0.2 | 0.1
DAX1 inh-2 | -0.4 | -0.1 | 0.0 | · | 0.1 | 0.3 | 2.3 | -0.3
Rev-erbA mod | 5 | 3 | 5 | 3 | 1 | · | 0 | 11
PG9 Ab binder | -0.5 | -0.3 | 2.3 | -0.9 | -2.2 | 0.6 | 0.6 | -2.7
hcDAF12 agonist | -0.7 | -1.7 | -0.3 | 1.6 | 0.7 | -1.2 | 0.4 | 6.7*
hgDAF12 agonist | 0.1 | 0.3 | -0.3 | 1.4 | 0.1 | 1.1 | 3.4 | -2.5
sPLA2-III inh | -4 | 10 | 16 | -28 | 1 | -12 | 5 | 2
PLCb3 inh | -1 | 3 | -11 | -1 | -3 | 2 | -10 | -4

25) O=C(O)CC12CC3CC(C1)CC(n1ncc(N4CCC5(CC4)OCCO5)c(Cl)c1=O)(C3)C2
26) CC1CCN(S(=O)(=O)c2c[nH]c(=O)[nH]c2=O)CC1
27) O=c1c(Cl)c(Cl)cnn1Cc1ccc(F)cc1
28) C/C(=N\NC(=O)C1CC1)c1ccc(Cl)c(Cl)c1
29) O=C(O)c1ccc(-n2ccnc2)c([N+](=O)[O-])c1
30) Cc1ccc(C2(C)NC(=O)N(CC(=O)Nc3ccc(S(=O)(=O)Nc4nccs4)cc3)C2=O)cc1 (stereo not given)
31) COc1ccc([N+](=O)[O-])cc1N(CC(=O)NCCCOC(C)C)S(C)(=O)=O
32) C/C(Cn1nc([N+](=O)[O-])cc1C)=N\NC(=O)COc1c(Cl)cc(Cl)cc1Cl
Assay by compound | 25 | 26 | 27 | 28 | 29 | 30 | 31 | 32
ssDAF-12 act | -0.4 | -0.5 | -1.1 | -1.0 | -1.5 | -1.2 | -1.9 | -1.2
SMARCA2 act | 2 | 1 | 1 | -2 | -1 | -3 | -4 | 0
FXN GAA850 act | 0.1 | -0.1 | 3.8 | 2.3 | 1.6 | 2.1 | -1.1 | 0.6
DAX1 inh-1 | 0.8 | 1.1 | -0.6 | -0.8 | 0.6 | 1.4 | -0.1 | -0.1
DAX1 inh-2 | -0.9 | 0.9 | 0.4 | -0.5 | -0.6 | 1.1 | 3.5 | -1.2
Rev-erbA mod | -1 | -3 | 3 | 3 | -3 | 1 | -6 | 0
PG9 Ab binder | -0.4 | -0.9 | 1.6 | -1.0 | -2.2 | -0.4 | -2.4 | -1.3
hcDAF12 agonist | 3.6 | -0.3 | 0.2 | -1.0 | -1.1 | -1.0 | 1.1 | -2.0
hgDAF12 agonist | -0.6 | -1.4 | -0.7 | 2.4 | 1.7 | 0.6 | 3.1 | -2.0
sPLA2-III inh | 4 | 2 | 1 | 1 | 4 | -15 | -1 | -8
PLCb3 inh | -3 | -6 | 0 | 0 | 2 | -8 | 2 | 0

33) Cc1ccccc1CS(=O)(=O)CCC(=O)O
34) O=C(NCCCc1ccccc1)c1ccccc1O
35) O=C(CSC1=NS(=O)(=O)c2cc(Cl)ccc2N1)NCc1ccccc1
36) NC(=O)COc1ccc(Cc2ncc(C(F)(F)F)cc2Cl)cc1
37) Cc1cc2c(cc1S(=O)(=O)N1CCOCC1)NC(=O)CO2
38) O=C(COCc1ccccc1)N1CC[C@H]2[C@H](CCCN2Cc2ccc(F)cc2)C1
39) O=C(COC(=O)c1ccc[nH]c1=O)NC1CC1
40) O=C(N/N=C/c1ccccn1)c1ccc([N+](=O)[O-])cc1
41) Cc1cccc(CN2CCN(c3ccccn3)CC2)c1
42) COCCOc1ccc(C(F)(F)F)cc1NC(=O)c1ccc(C)cc1
Assay by compound | 33 | 34 | 35 | 36 | 37 | 38 | 39 | 40 | 41 | 42
ssDAF-12 act | -1.8 | -0.5 | -0.7 | -2.1 | -1.3 | -1.6 | -1.3 | -1.4 | -1.1 | -0.5
SMARCA2 act | 2 | 2 | -2 | -3 | -3 | 0 | -3 | -1 | -4 | 6
FXN GAA850 act | 1.1 | 2.3 | 1.6 | 2.6 | 2.2 | · | 0.9 | -0.6 | -2.2 | 3.1
DAX1 inh-1 | -0.1 | 0.0 | -0.6 | -2.3 | 0.3 | -0.2 | 2.0 | 0.5 | -0.8 | -0.8
DAX1 inh-2 | 1.8 | 0.6 | -1.3 | 0.8 | -1.3 | · | 0.9 | -0.6 | 1.6 | -0.2
Rev-erbA mod | -2 | -2 | 2 | -5 | 3 | -7 | 0 | 8 | 0 | 3
PG9 Ab binder | -2.5 | 0.5 | -0.9 | 1.0 | 2.3 | · | 0.8 | 0.7 | 0.6 | -2.1
hcDAF12 agonist | -0.6 | 1.0 | 7.0* | -2.1 | 2.1 | 2.5 | -0.5 | -0.5 | 0.6 | 4.2
hgDAF12 agonist | 0.5 | 2.5 | 0.8 | 2.1 | -2.9 | -4.2 | 1.4 | 6.3 | 0.1 | 0.7
sPLA2-III inh | -4 | -11 | -10 | 6 | 7 | 1 | 16 | -2 | -1 | -2
PLCb3 inh | -4 | -9 | -8 | -5 | -8 | -1 | -10 | -4 | 2 | 5
